Bioassay records as filed in PubChem.
S3 lipid droplet = qHTS Assay for Lipid Storage Modulators in Drosophila S3 Cells | 0.64% of 320,000 active | lipid storage change, negative = inhibition, % at the top dose, mostly 46.1 µM; hits show Potency in µM | Drosophila S3 cells, BODIPY lipid droplet fluorescence, 18-24 h; cells fed with added oleic acid; active = well fitted inhibition curve with a large enough effect in the signal ratio, with a control signal flat, not every such curve was filed as active; inconclusive = small, poorly fitted or top-dose-only effect, or effect the other way, or a change in a side signal; the % refers to the signal ratio
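Drosophila S3 cells loaded with oleic acid (400 uM, as added) and compounds at several concentrations; lipid droplets imaged by 488-nm laser-scanning cytometry, 500–530 nm intensity and object ratio to cell channel. Percent activity normalized to 20 uM Triacsin C.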
S3 lipid droplet cell count max = also measured in S3 lipid droplet; calls as there; cell number change, %; measured here: cell count max response;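 cells counted by Cell Tracker Red CMTPX staining in the red channel; peak over a dose series mostly up to 46.1 µM; percent activity relative to internal control wells on each plate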
* marks the source's active call; other numbers are inactive results; i = inactive; ? = inconclusive; · = not tested or not shown. % is set by controls: 0 for no effect and ±100 for the full control effect; potency is the fitted concentration of half-maximal effect. An excerpt. The share of hits here may be higher or lower than overall.

SMILES | S3 lipid droplet | S3 lipid droplet cell count max
COc1ccccc1CNC(=O)CN1CCN(S(=O)(=O)c2cccs2)CC1 | ? | ·
CCOC(=O)Cc1csc(NC(=O)c2csc(C)c2)n1 | ? | ·
Cc1ccc(CN2CCCCC2C(=O)Nc2ccc(Oc3cccnc3)cc2)o1 (centres undefined) | ? | ·
Cc1cccc(N(C(=O)c2csnn2)C(C(=O)NCc2ccccc2)c2ccncc2)c1 (centres undefined) | ? | ·
O=P(O)(CCc1ccccc1)CN1CCCCC1 | i | ·
COc1cccc(C(=O)N/N=C(\CC(C)C)c2ccccc2)c1 | ? | ·
CC(C)N(Cc1nccn1C)C(=O)c1cc(COc2cccc(C(F)(F)F)c2)on1 | i | 1.5
COc1cccc(CN(C(=O)Cc2c[nH]c3ccccc23)C(C(=O)NC2CCCCC2)c2cccs2)c1 (centres undefined) | ? | ·
Cc1cccc2cc(CN(Cc3cccs3)C3(c4nnnn4C4CCCC4)CCCC3)c(=O)[nH]c12 | ? | ·
COC1=C/C(=C/c2c(N)n3c(nc2=O)sc2cc(S(C)(=O)=O)ccc23)C=CC1=O | -20.2% | 6.9
O=C(NCCN1CCN(C(=O)C(c2ccccc2)c2ccccc2)CC1)C(=O)Nc1ccccc1 | ? | ·
CN1Cc2ccccc2CC1CNCc1c(C(=O)N2CCCC2)nc2ccccn12 (centres undefined) | -9.5% | -0.7
COc1ccc(/C=C(/NC(=O)c2cccs2)C(=O)Nc2ccc(C)cc2)cc1OC | ? | ·
c1ccc(-c2nc3ccccc3[nH]2)nc1 | ? | ·
COc1cc(Cl)c(C)cc1NCC(=O)Nc1cccc(S(=O)(=O)N2CCCC2)c1 | ? | ·
COc1ccc(NC(=O)/C(=C\c2cccs2)NC(=O)c2ccco2)cc1 | 0.5% | 1.7
Brc1c(CSc2nnc(-c3ccco3)o2)nc2ccccn12 | ? | ·
C/C(=C\C(=O)c1ccc(F)cc1)Nc1ccc(N2CCOCC2)cc1 | i | ·
CCOC(=O)C1CCCN(C(=O)Cc2c(F)cccc2Cl)C1 (centres undefined) | ? | ·
O=C(O)C1(S(=O)(=O)c2ccc(Cl)cc2)CCC1 | i | 20.6
O=c1ccc(-c2ccc(S(=O)(=O)Nc3cccc(F)c3)o2)n[nH]1 | ? | ·
COc1ccc(N(CC(=O)Nc2ccccc2C)S(=O)(=O)c2ccccc2[N+](=O)[O-])c(OC)c1 | 2.4% | 12.4
Cc1cccc(OCc2nnc(SCC(=O)N3CC(=O)Nc4ccccc43)o2)c1 | ? | ·
C/C(=C/c1ccccc1)C(=O)N1CCN(c2ccccc2)CC1 | ? | ·
CCN(CC(=O)Nc1ccc(C)c(F)c1)CC(=O)NC(C)(C)C | ? | ·
(continued)
SMILES | S3 lipid droplet | S3 lipid droplet cell count max
COc1ccc(-c2nc(N)ncc2-c2ccc(Cl)cc2)c(O)c1 | ? | ·
Cc1cccc(NC(=S)NCC(c2cccnc2)N2CCOCC2)c1 (centres undefined) | 16.3% | 16.1
COc1ccc(S(=O)(=O)Nc2cccc(SC)c2)cc1C(=O)N1CCOCC1 | ? | ·
O=C1c2ccccc2C(=O)c2c(Nc3ccc(CCO)cc3)ccc(O)c21 | ? | ·
CCN(CC)S(=O)(=O)c1ccc(/C=C/C(=O)OCC(=O)N(C)C)cc1 | -11.4% | -12.4
CCCc1cc(=O)[nH]c(SCC(=O)Nc2sc3c(c2C#N)CCCC3)n1 | ? | ·
Cc1cc(NC(=O)c2cccc(S(=O)(=O)N3CC(c4ccccc4)CC3=O)c2)no1 (centres undefined) | ? | ·
Cc1ccc(NC(=S)N/N=C/c2ccc(OCCC(C)C)cc2)c(C)c1 | i | ·
COc1ccc(Nc2ncnc3c2oc2ccccc23)cc1 | ? | ·
Cc1ccc(NC(=O)c2cc3ccccc3cc2O)cc1 | ? | ·
O=C(OCc1c(F)cccc1Cl)c1cnccn1 | -7.7% | -4.5
COc1ccc(N(C)S(=O)(=O)c2c(C)[nH]c(=O)[nH]c2=O)cc1 | ? | ·
CCC(C(=O)Nc1ccc(C(C)C)cc1)c1ccccc1 (centres undefined) | -10.6% | -3.1
N=C1c2ccccc2CN1NC(=O)c1cccc(S(=O)(=O)N2CCCC2)c1 | 0.8% | 15.3
CCOC(=O)C1(Cc2cccc(OC)c2)CCN(CC(O)CO)CC1 (centres undefined) | ? | ·
COc1ccc(OC)c(C2Nc3nc4ccccc4n3C(C)=C2C(=O)Nc2ccc(C)cc2C)c1 (centres undefined) | ? | ·
O=C(c1cc2c(s1)-c1ccccc1OC2)N1CCCC1 | ? | ·
C=CCNC(=O)CSc1nnc(C(CC)N(C)C)n1C1CCCCC1 (centres undefined) | ? | ·
CCOc1cc(C=O)ccc1OCC(=O)N1CCCC1 | -1.4% | 24.6
Cc1cc(C)c(C)c(Cn2c(CO)nc3ccccc32)c1C | ? | ·
O=C(O)CCC(=O)NNC(=O)CCC(=O)Nc1ccccc1 | 3.0% | 17.9
CCOC(=O)C1=C(C)C(c2ccccc2)NC(=S)N1 (centres undefined) | ? | ·
C/C(=N\NC(=O)c1ccccc1O)C1CC1 | ? | ·
CC(C)N(Cc1cc2ccccc2[nH]c1=O)C(=O)C(C)(C)C | ? | ·
CNc1nc2c(C)cccn2c(=O)c1C=Nc1ccc(OC)cc1 | i | ·
(list continues)
SMILES | S3 lipid droplet | S3 lipid droplet cell count max
CCCn1c(N2CCN(CC(=O)c3c[nH]c4ccccc34)CC2)nc2c1c(=O)[nH]c(=O)n2C | ? | ·
O=C(CSc1nnc(CNC(=O)c2ccco2)o1)Nc1ccc(OC(F)(F)F)cc1 | -10.0% | ·
Cc1ccc(C(=O)CC2(O)C(=O)N(CN3CCOCC3)c3ccccc32)cc1 (centres undefined) | ? | ·
CCOc1ccc(C2N(c3ccc(Cl)cc3)C(=O)C3CCCN32)cc1OC (centres undefined) | ? | ·
Cc1ccc(NNC(=O)c2snnc2C)cc1Cl | ? | ·
CCN(CC(=O)Nc1ccc2c(c1)OCCO2)C(=O)CC1CCCC1 | ? | ·
O=C1C(=O)c2ccccc2C(O)=C1c1ccccc1F | ? | ·
Cn1c(SCCC#N)nnc1-c1ccc(F)cc1 | ? | ·
CCCSc1nc2c(c(=O)[nH]c(=O)n2C)n1Cc1ccc(C)cc1 | 19.1% | 3.6
CCOc1cccc(-c2nn3c(-c4ccco4)nnc3s2)c1 | ? | ·
CCOC(=O)c1csc(NC(=O)c2ccc(S(=O)(=O)N(C)C)cc2)n1 | ? | ·
Cc1nc(SCCc2ccccc2)[nH]c(=O)c1C | ? | ·
COC(=O)c1ccc(C(=O)OCCCc2nc3ccc(N)cc3[nH]2)cc1 | 15.8% | 2.4
O=C(Nc1cccc(S(=O)(=O)N2CCCCCC2)c1)c1cc(=O)c2ccccc2o1 | ? | ·
CCN(CC)C(=O)N1c2ccccc2C=Cc2ccccc21 | ? | ·
Cc1c(-c2ccc(F)cc2)nc(N)c(C#N)c1-c1cccs1 | -12.3% | 24.4
Cc1c(NC(NC(=O)CC(C)C)C(Cl)(Cl)Cl)c(=O)n(-c2ccccc2)n1C (centres undefined) | -4.7% | -11.4
COC(=O)c1cc(-c2c(C)nn(-c3ccccc3)c2C)n[nH]1 | i | 8.8
O=C(O)CCC(=O)NNc1ccccc1[N+](=O)[O-] | -1.3% | 0.8
COc1ccc(CN2CC(C(=O)NCCC3=CCCCC3)CC2=O)cc1 (centres undefined) | ? | ·
CN(Cc1nnc(-c2ccc(F)cc2)o1)c1ccccc1 | ? | ·
COC12NC(=O)N(C)C1(OC)C(=O)N(C)C(=O)N2C (centres undefined) | ? | ·
Cc1ccc(NC(=O)c2ccco2)c(NC(=O)c2cccs2)c1 | ? | ·
O=C(NCCCN1CCOCC1)c1ccc2c(c1)N(Cc1ccc(Cl)cc1)C(=O)c1ccccc1S2=O (centres undefined) | i | 8.3
O=C(Nc1cnn(Cc2ccc(Cl)cc2)c1)c1cccs1 | 10.3% | 7.6
Next part
SMILES | S3 lipid droplet | S3 lipid droplet cell count max
Cc1cccc(NC(=S)NCc2cccs2)c1C | ? | ·
O=C1CC(C(=O)N2CCN(c3ccc(F)cc3)CC2)CN1CCc1ccccc1 (centres undefined) | ? | ·
O=C(NC(C(=O)c1ccccc1)n1c(=O)cc[nH]c1=S)c1ccccc1 (centres undefined) | 8.7% | ·
CCCCc1ncc(CN2CCC(CC3CCCCO3)(C(=O)OCC)CC2)[nH]1 (centres undefined) | -3.8% | -0.9
COc1ccc(C(=O)NCCSCc2ccco2)cc1OC | 16.9% | -10.6
COC(=O)C1=C(O)C2(C(=O)O)CC(C(=O)OC)=C(O)C(C(=O)O)(C1)C2 | ? | ·
CN(C(=O)CC1C(=O)NCCN1Cc1cccc(C(F)(F)F)c1)C1CCOCC1 (centres undefined) | ? | ·
CN(C)C(=O)c1nc(C#N)c(N(C)C)o1 | ? | ·
CCc1ccc2[nH]c(C(=O)N(C)c3ccc(F)cc3F)cc2c1 | ? | ·
COc1ccccc1N1CCN(c2cc(=O)n(-c3ccc(Br)cc3)c(=O)[nH]2)CC1 | ? | ·
O=C(NC1CCCCC1)N1CCC(n2cnc3ccccc32)CC1 | ? | ·
CCCCOc1cccc(-c2nnc(NC(=O)CSc3ccc(C)cc3)s2)c1 | -3.9% | 19.8
CC(C)(C)N1C(=O)Cc2c1nc(N)c1c(N)nc(N3CCCCC3CO)c(C#N)c21 (centres undefined) | ? | ·
Cc1ccccc1-c1cc(C(=O)NCc2ccc3c(c2)OCO3)n(CC2CC(c3cccnc3)=NO2)n1 (centres undefined) | ? | ·
Cc1cccc(NC(=O)CN2CCC(C(=O)c3ccc4c(c3)OCCO4)CC2)c1 | i | 2.6
CCc1ccc(OCC(=O)NC(=S)Nc2ccc(Br)c(C)n2)cc1 | -1.2% | 4.4
O=C(NNC(=O)c1cc(Cl)ccc1O)c1cccs1 | i | -2.9
C/C(=C\C(=O)c1ccc(Br)cc1)N1CCCCC1 | 23.6% | 0.5
O=C(CN1CCN(S(=O)(=O)c2ccc(Cl)cc2)CC1)NC1CC1 | 23.3% | -2.2
COc1ccc(/C=N/NC(=O)c2ccc3c(c2)OCCO3)cc1[N+](=O)[O-] | 1.7% | 4.7
Cc1ccc(C(C(=O)NCc2ccco2)N(C(=O)CNC(=O)c2cccs2)c2c(C)cc(C)cc2C)cc1 (centres undefined) | 15.8% | 13.6
O=C(NCc1ccccn1)c1cnc2sccn2c1=O | ? | ·
COc1ccc(Nc2nc(N3CCN(S(C)(=O)=O)CC3)nc3ccccc23)c(OC)c1 | ? | ·
Cc1oc(CC(C)C)cc1C(=O)NCCCC(=O)O | -2.8% | -6.4
Cc1ccc(-c2ccc(SCC(=O)NCC3CCCO3)nn2)cc1 (centres undefined) | 0.7% | 18.8

Quoted from the listing (three entries):
SMILES | S3 lipid droplet | S3 lipid droplet cell count max
CCCCc1ncc(CN2CCC(CC3CCCCO3)(C(=O)OCC)CC2)[nH]1 (centres undefined) | -3.8% | -0.9
COc1ccc(C(=O)NCCSCc2ccco2)cc1OC | 16.9% | -10.6
COC(=O)C1=C(O)C2(C(=O)O)CC(C(=O)OC)=C(O)C(C(=O)O)(C1)C2 | ? | ·

Complete entries, quoted from the list. Values in the order: S3 lipid droplet	S3 lipid droplet cell count max
Profile of `CCN(CC(=O)Nc1ccc(C)c(F)c1)CC(=O)NC(C)(C)C` = ?	·
Profile of `O=C(NCc1ccccn1)c1cnc2sccn2c1=O` = ?	·
Profile of `O=C(O)C1(S(=O)(=O)c2ccc(Cl)cc2)CCC1` = i	20.6
Profile of `Cc1cccc(N(C(=O)c2csnn2)C(C(=O)NCc2ccccc2)c2ccncc2)c1` (centres undefined) = ?	·
Profile of `COc1ccc(OC)c(C2Nc3nc4ccccc4n3C(C)=C2C(=O)Nc2ccc(C)cc2C)c1` (centres undefined) = ?	·

The main list resumes; the three compounds before the break are reprinted first.
SMILES | S3 lipid droplet | S3 lipid droplet cell count max
COc1ccc(Nc2nc(N3CCN(S(C)(=O)=O)CC3)nc3ccccc23)c(OC)c1 | ? | ·
Cc1oc(CC(C)C)cc1C(=O)NCCCC(=O)O | -2.8% | -6.4
Cc1ccc(-c2ccc(SCC(=O)NCC3CCCO3)nn2)cc1 (centres undefined) | 0.7% | 18.8
O=C(NCCCO)/C(=C/c1ccco1)NC(=O)c1ccc(Br)o1 | 13.7% | 13.8
COc1cc2c(cc1C=O)OC(C)C2 (centres undefined) | -5.3% | -10.6
Cn1cc(C=C2C(=O)OC3(CCCCC3)OC2=O)c2ccccc21 | 1.0% | 1.4
COc1ccc(N(C(=O)/C=C/c2ccc(OC)c(OC)c2)C2=CC3CCC(C2)N3C)cc1 (centres undefined) | -12.5% | 3.3
Cc1cc(C(=O)CSc2nnnn2-c2ccccc2)c(C)n1-c1ccc2c(c1)OCO2 | ? | ·
CN(C)CCOC(=O)Cc1ccc(Cl)cc1 | -11.6% | 0.6
COc1ccc(C(=O)OCC(=O)NC(=O)NC2CCCC2)c(OC)c1 | ? | ·
Cc1cccc(N2C(N)=C(C#N)C(C#N)(C#N)C2c2ccccc2)c1 (centres undefined) | -16.4% | ·
Cn1cnnc1SCC(=O)NC(=O)NC1CCCC1 | ? | ·
Cc1c(N)c(=O)n(-c2ccccc2)n1C | 12.9% | 14.7
COc1ccccc1NC(=O)N1CCN(c2ccccc2F)CC1 | i | ·
CN(C(=O)COC(=O)Cc1c(Cl)cccc1Cl)c1c(N)n(Cc2ccccc2)c(=O)[nH]c1=O | ? | ·
CCc1cc2c(=O)n(-c3ccccc3)c(SCC(=O)O)nc2s1 | i | 2.4

Fetched by structure from the list above (2):
SMILES | S3 lipid droplet | S3 lipid droplet cell count max
C/C(=N\NC(=O)c1ccccc1O)C1CC1 | ? | ·
COc1ccccc1NC(=O)N1CCN(c2ccccc2F)CC1 | i | ·
